eIF4E-4G inh: blocks eIF4E binding to eIF4G. P63073+Q04637. TR-FRET eIF4E-eIF4GI(517-606) binding, 2 h. inhibition, % at 21.7 µM. 220,000 compounds, 0.37% hits;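 active = inhibition above about 30%, limit read from the data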;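 note: 0% = full FRET control wells and 100% = background wells lacking eIF4GI fragment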
NPY-Y2 PAM-ag: human NPY-Y2 potentiation or agonism, primary screen. cells expressing NPY-Y2, potentiator/agonist read-out. activation, % at 3.6 µM. 220,000 compounds, 0.45% hits. P49146; in the data active = activation above about 27%;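 note: cells stimulated with NPY near EC25 plus isoproterenol at EC100; 0% = vehicle plus submaximal agonist and 100% = vehicle plus saturating agonist; some results beyond the cut were filed as inactive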
S1P4 antag: blocks the human S1P4 receptor; O95977; S1P4-expressing cells, antagonist mode, reporter read-out; inhibition, % at 4.98 µM; 220,000 compounds, 0.26% hits; AID 1510; in the data active = inhibition above about 29%;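 note: 0% = wells stimulated with agonist and 100% = vehicle wells without agonist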
NPY Y1 blocker: blocks the human neuropeptide Y Y1 receptor | P25929 | HEK293-CNG Y1 cells, membrane potential fluorescence; NPY at EC95, then isoproterenol | inhibition, % at 3.6 µM | 200,000 compounds, 1% hits | AID 1040;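 active = inhibition above the campaign mean inhibition of all tested compounds plus 3 SD, cut at about 20% in these data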;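 note: 0% = DMSO wells given NPY plus isoproterenol and 100% = isoproterenol alone without NPY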
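Benchmarks – high control isoproterenol alone, low control NPY with isoproterenol · Material – HEK293 Y1/CNG channel cell line · Times – dye 3 h, compound 60 min room temperature, stimulation 45 min · Probe or stimulus – NPY (25 nM), isoproterenol (1 µM), Ro 20-1724 (25 µM) · Evaluation – % inhibition of NPY effect · Signal – fluorescence, membrane potential probe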
S1P4 ag: agonists of human S1P4 receptor. O95977. S1P4-expressing cell line, agonist reporter assay. activation, % at 4.98 µM. 220,000 compounds, 0.35% hits; in the data active = activation above about 11%;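 note: 0% = DMSO vehicle and 100% = reference agonist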
EP2 modulator: EP2 receptor (human) modulation. P43116. EP2-expressing cells, cAMP HTRF FRET, PGE2 co-stimulation. induction, % at 25 µM. 260,000 compounds, 0.83% hits. AID 940;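 active = compounds whose cAMP rise, as percent of the full-agonist control response, exceeds 60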;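 note: rat C6 glioma line stably carrying human EP2 under a CMV promoter; the protocol text gives 20 µM as final concentration; 100% = response of wells given 1 µM PGE2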
EP2 antag: EP2 receptor (human) inhibition; C6 glioma cells expressing human EP2, cAMP TR-FRET; cells stimulated with saturating PGE2; inhibition, % at 25 µM; 260,000 compounds, 0.52% hits; AID 1422;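 active = percent inhibition above 40 after rounding to a whole number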;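 note: rat C6 glioma host cells with rolipram phosphodiesterase inhibitor present; the protocol text gives 20 µM as final concentration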
p97 inhibitor: human p97 ATPase inhibition. 220,000 compounds, 0.42% hits. recombinant p97 ATPase, Kinase-Glo ATP luminescence, 3 h. inhibition, % at 8 µM. P55072. AID 1481; in the data active = inhibition above about 15%;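 note: 0% = DMSO vehicle and 100% = wells lacking enzyme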
Target sequence (P55072 whole entry, looked up): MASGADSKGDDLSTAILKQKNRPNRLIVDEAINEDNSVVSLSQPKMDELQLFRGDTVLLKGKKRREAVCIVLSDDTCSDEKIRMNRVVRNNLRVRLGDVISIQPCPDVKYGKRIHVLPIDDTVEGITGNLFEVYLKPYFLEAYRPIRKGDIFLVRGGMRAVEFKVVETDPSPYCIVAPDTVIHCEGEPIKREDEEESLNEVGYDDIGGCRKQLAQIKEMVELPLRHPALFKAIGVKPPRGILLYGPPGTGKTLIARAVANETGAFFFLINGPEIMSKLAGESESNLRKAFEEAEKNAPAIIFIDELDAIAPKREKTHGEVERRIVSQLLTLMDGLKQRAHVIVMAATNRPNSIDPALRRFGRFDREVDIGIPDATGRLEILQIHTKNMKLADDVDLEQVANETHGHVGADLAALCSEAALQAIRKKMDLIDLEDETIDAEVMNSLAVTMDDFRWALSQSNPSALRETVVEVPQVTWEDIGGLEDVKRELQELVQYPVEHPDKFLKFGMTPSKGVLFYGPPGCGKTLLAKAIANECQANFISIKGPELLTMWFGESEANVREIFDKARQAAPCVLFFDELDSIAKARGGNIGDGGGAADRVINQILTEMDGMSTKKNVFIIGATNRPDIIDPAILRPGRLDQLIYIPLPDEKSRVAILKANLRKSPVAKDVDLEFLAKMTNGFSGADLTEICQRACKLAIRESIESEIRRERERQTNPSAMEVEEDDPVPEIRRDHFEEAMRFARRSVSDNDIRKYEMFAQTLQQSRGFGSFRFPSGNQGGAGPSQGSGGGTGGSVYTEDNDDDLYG
NPY-Y1 PAM-ag: potentiators or agonists of human neuropeptide Y receptor Y1. P25929. NPY-Y1 expressing cells, potentiator/agonist activation. activation, % at 3.6 µM. 220,000 compounds, 0.37% hits. AID 1304; in the data active = activation above about 33%, passing the limit was not always enough;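 note: cells stimulated with NPY at EC10 then isoproterenol at EC100; 0% = low agonist plus stimulus and 100% = saturating agonist plus stimulus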
* marks the source's active call; other numbers are inactive results; x = not tested or not shown; & = joins results of further samples; [ ] = remark or other dose.

SMILES	eIF4E-4G inh	NPY-Y2 PAM-ag	S1P4 antag	NPY Y1 blocker	S1P4 ag	EP2 modulator	EP2 antag	p97 inhibitor	NPY-Y1 PAM-ag
COc1ccc(C(=O)N2CCC(O)(c3ccc(Cl)cc3)CC2)cc1OC	-3	95*	-13	x	-1.1	-48	4	3	22
COc1ccc(N(C)C(=O)c2ccc3snnc3c2)cc1	-4[fluorescence artefact?]	8	-6	13	0.3	-10	10	-4	-7
O=C(CC(=O)c1cc(Cl)ccc1O)c1ccccc1	5	-25	-9	-3	-1.6	-12	16	-2	-26
O=C1Nc2ccc([N+](=O)[O-])cc2C1(O)N1CCCCCC1 (stereo unspecified)	-9	-14	-3	9	-0.6	6	7	7	-1
O=C(c1cccs1)N(C(=O)c1cccs1)c1ccc(Br)cn1	1	-13	-18	2	-1.2	40	4	-8	1
O=C(COC(=O)Cn1cnc2ccccc21)Nc1cc(S(=O)(=O)N2CCOCC2)ccc1Cl	-2	-13	-1	x	0.5	12	-1	-2	-1
Cc1ccccc1OC1C(=O)N(CC2CCCO2)C1c1ccc2c(c1)OCO2 (stereo unspecified)	3	-6	-17	9	0.3	30	12	1	14
CN(C)c1ccc(C(=O)Nc2ccc(CN3CCS(=O)(=O)CC3)cc2)cc1	-3	-6	7	x	-1.4	-10	11	4	15
O=C(CCN1C(=O)C2C3CCC(C3)C2C1=O)Nc1ccccc1C(F)(F)F (stereo unspecified)	1	-2	11	3	-0.9	-23	10	2	0
Cc1nnc(SCC(=O)c2ccc([N+](=O)[O-])cc2)s1	0	4	-1	3	0.0	-11	3	1	8
Cc1cc(=O)n2nc(N3CCCC(C(=O)NCc4ccc5c(c4)OCO5)C3)sc2n1 (stereo unspecified)	2	-15	-3	0	-1.7	35	3	4	-13
COc1ccccc1-n1c(CNC(=O)c2ccccc2)nnc1SCC(=O)Nc1nnc(C)s1	2	-9	1	0	-0.1	8	14	3	6
COc1ccc(-c2nc(NC(=O)C3CC(=O)N(c4ccc5c(c4)OCCO5)C3)sc2C)cc1 (stereo unspecified)	13[fluorescence artefact?]	-6	-21	-8	0.7	-50	6	4	6
Cc1ccc(-n2c(N)c(C(=O)N3CCN(C)CC3)sc2=S)cc1	1	6	7	1	1.6	16	14	0	1
CCOC(=O)N1CCN(c2cc(NCCO)c([N+](=O)[O-])c3nonc23)CC1	0	6	-11	3	0.1	17	5	4	6
CCn1c(=O)c(C(=O)NCCCO)c(O)c2ccccc21	-4	-6	-10	2	1.0	28	9	2	-6
CC(C)OC(=O)c1c(NC(=O)c2cccs2)sc2c1CCCC2	9	12	-7	-2	-0.1	54	6	2	9
Cc1cc(C)cc(N(CCC(=O)Nc2nnc(C)s2)S(=O)(=O)c2ccc(Cl)cc2)c1	4	6	-5	0	-1.4	19	10	0	0
O=C(CSc1c(Cl)cccc1Cl)N1CCC(c2nc3ccccc3s2)CC1	-3	13	-16	4	2.1	-44	31	-2	7
O=C(COC(=O)c1ccc(OC(F)F)cc1)NCCCN1CCCC1=O	4	-13	15	x	-0.3	13	7	3	-15

Complete entries from above. Order of values: eIF4E-4G inh, NPY-Y2 PAM-ag, S1P4 antag, NPY Y1 blocker, S1P4 ag, EP2 modulator, EP2 antag, p97 inhibitor, NPY-Y1 PAM-ag
`COc1ccccc1-n1c(CNC(=O)c2ccccc2)nnc1SCC(=O)Nc1nnc(C)s1` as listed: 2, -9, 1, 0, -0.1, 8, 14, 3, 6
`O=C(COC(=O)c1ccc(OC(F)F)cc1)NCCCN1CCCC1=O` as listed: 4, -13, 15, x, -0.3, 13, 7, 3, -15

Carrying on:
SMILES	eIF4E-4G inh	NPY-Y2 PAM-ag	S1P4 antag	NPY Y1 blocker	S1P4 ag	EP2 modulator	EP2 antag	p97 inhibitor	NPY-Y1 PAM-ag
COC(=O)c1ccc(COc2ccc(-c3nnn(CC(=O)NC(C)(C)C)n3)cc2)cc1	16	-4	5	-7	0.0	-17	4	0	10
Nc1nnnn1N=C1CCCCC1	7[fluorescence artefact?]	17	-5	-2	2.1	17	17	4	11
Clc1cccc(Cl)c1-c1noc(-c2ccno2)n1	-2	6	-1	x	0.1	6	12	8	-2
CCOC(=O)c1ccc(NC(=S)Nc2ccc3[nH]c(=O)[nH]c3c2)cc1	1	-33	17	x	0.7	-8	3	6	-25
O=c1c2ccccc2nc(/C=C/c2c[nH]c3ccccc23)n1CCO	0	-3	20	9	0.4	-73	14	0	3
O=C(NC(=S)N1CCCCCC1)c1ccc(Cl)cc1Cl	0	-14	1	1	0.8	-2	5	-1	-11
O=c1c(Br)c(NCc2ccccc2)cnn1-c1ccc(F)cc1	-5	7	10	1	-1.5	-41	10	-2	15
CCN(CC)c1ccc(C=NCCc2ccc(S(N)(=O)=O)cc2)cc1	0	3	-7	-4	-0.5	1	4	2	6
COc1ccc(-c2c[n+](CC(=O)c3cccs3)c3n2CCC3)cc1	3	10	-6	x	0.6	20	4	3	20
CCOC(=O)c1cc2cc(OC)ccc2nc1C	3[fluorescence artefact?]	0	-1	2	0.2	-11	7	3	-4
Cc1[nH]c2ccccc2c1NC(=O)CN1CCN(Cc2ccc3c(c2)OCO3)CC1	-2	-2	0	-6	0.1	-30	13	4	3
COC(=O)c1ccc(NC(=O)C2CCN(C(=O)c3cc(OC)c(OC)c(OC)c3)CC2)cc1	-8[fluorescence artefact?]	11	-10	3	-0.6	26	11	4	10
CCc1nc2oc3ccccc3c(=O)c2c(=O)n1CCOC	2[fluorescence artefact?]	8	-24	0	1.6	15	9	-2	12
O=C(NNC(=O)c1oc2ccccc2c1-n1cccc1)c1ccco1	3	-10	-28	-5	3.2	4	3	0	8
CC(C)NS(=O)(=O)c1ccc(NC(=O)NC2CCCCC2)cc1	2	-9	-9	2	-0.7	9	5	2	-4
Cc1ccc(NC(=O)c2ccc3c(c2)nnn3C)cc1	-5	5	-9	0	4.0	7	10	-3	12
O=C(C(c1ccccc1)c1ccccc1)N1CCOCC1	-9[fluorescence artefact?]	6	-17	1	0.5	3	11	-1	13
COc1cccc(N2CCN(CC(=O)NC(=O)NCc3ccco3)CC2)c1	6	-4	-7	2	-2.2	9	11	4	-7
CC(C)OC(=O)Nc1ccc2c(c1)N(C(=O)CCN1CCOCC1)c1ccccc1CC2	0	-6	-1	2	1.4	3	12	2	-2
O=C1CCCc2c1nc(-c1ccco1)n2O	17	9	2	2	2.3	15	11	4	13
CCOC(=O)CCCCC(=O)c1[nH]c(=O)[nH]c1Cn1ccnc1	6[fluorescence artefact?]	-1	3	-2	-0.2	27	22	1	22
CC(C)c1ccccc1NC(=O)COC(=O)c1c2c(nc3ccccc13)CCN(Cc1ccccc1)C2	-2	-6	1	18	-1.3	-25	14	-2	-18
COc1ccc(C)cc1NC(=O)C(Sc1nnnn1C)c1ccccc1 (stereo unspecified)	-1	-5	-4	-2	-1.0	26	5	5	18
CC(=O)C(Cc1ccccc1)NC(=O)CN1CCc2ccccc2C1 (stereo unspecified)	-2	6	-1	6	0.1	12	6	-2	-5
C/C(=N\NC(=O)c1c[nH]c2ccccc12)c1ccccn1	1	4	-18	-1	0.0	-30	11	2	10
COC(=O)C1=C(C)NC2=C(C(=O)CC(C)(C)C2)C1c1cccc(C)n1 (stereo unspecified)	2[fluorescence artefact?]	11	-8	-2	2.3	20	6	11	7
CCOC(=O)C1CCN(S(=O)(=O)c2cccc(-c3cn4cc(Cl)ccc4n3)c2)CC1	-28	-2	2	0	1.6	-23	12	1	-22
COc1cccc(CN(c2ccc3c(c2)CCC3)S(=O)(=O)c2ccc(-n3cnnn3)c(OC)c2)c1	2	-1	-16	-1	1.1	5	11	7	-5
COc1cccc(CN2CCN(C(=O)c3ccco3)CC2)c1OC	x	2	-17	-4	0.1	x	6	0	9
CCOc1ccccc1NC(=S)N1CCC(NC(=O)C(C)(C)C)CC1	1	3	-6	11	1.9	-5&5	10&3	-2	9
COc1ccc(NC(=O)C/C(C)=N/NC(=O)c2ccncc2)c([N+](=O)[O-])c1	0	0	-2	-4	1.7	-37	3	0	11
Cc1cccc(C)c1NC(=O)NN1C(C)CCCC1C (stereo unspecified)	-3	9	1	2	2.4	-35	4	4	-3
COc1ccc(Nc2nnc(-c3ccccc3)c3ccccc23)cc1C(=O)N1CCCCC1	2[fluorescence artefact?]	5	-8	-5	4.6	6	2	5	5
O=C(CCCN1C(=O)/C(=C/c2ccccc2Cl)SC1=S)Nc1ccccn1	3[fluorescence artefact?]	-11	-27	2	1.4	-22	2	4	8
CN(CC(=O)Nc1ccc(Cl)cc1)S(=O)(=O)c1cccc2cccnc12	9[fluorescence artefact?]	4	-6	-2	-0.5	-18	20	-19	9
CC(=O)NC(NC(=S)Nc1ccc(S(N)(=O)=O)cc1)C(Cl)(Cl)Cl (stereo unspecified)	0	-5	-7	x	2.0	0	9	1	-2
COCCn1c(SCC(=O)Nc2sccc2C(N)=O)nnc1-c1ccncc1	1	4	-11	3	0.7	21	9	5	1
C=CCNC(=S)NNC(=O)CC12CC3CC(CC(C3)C1)C2	-5	10	12	x	0.1	-35	4	2	20
O=C1OCCN1CCNCc1cn(-c2ccc(F)cc2)nc1-c1ccccc1Cl	1	1	-16	4	1.6	25	10	7	-14
NC(=O)CSc1nnc(-c2cc3ccccc3o2)n1Cc1ccccc1	9[fluorescence artefact?]	-3	4	12	-1.7	13	12	4	-16
O=C(NC(=S)Nc1cccnc1)c1cc2ccccc2o1	1	-5	-4	-3	1.2	-83	25	1	-2
CC1(C)OC(=O)C(=CNCC(=O)NCC(=O)O)C(=O)O1	-9	-4	2	-1	-0.2	14	12	0	3
COc1ccc(C(=O)Cc2cnn(-c3ccccc3)c2)c(O)c1	-4	-8	5	12	1.9	-28	10	0	-9
O=C(CO/N=C/c1ccc(OC(F)F)cc1)NC1CCCCCC1	0	-16	-8	5	1.3	-31	2	-8	-39
CN1C(=O)c2cccc(NC(=O)C3CCCCC3)c2C1=O	-4	-6	12	-2	-1.1	15	15	-1	-9
CCOc1ccccc1NC(=O)Cn1c(=O)oc2ccccc21	-2	-3	10	1	-0.7	-20	6	-6	0
Cc1ccc(NS(=O)(=O)c2cc(C(=O)NCc3ccccn3)ccc2Cl)cc1	5	-5	6	3	1.5	-33	12	-3	5
COc1cc(OC)cc(C2=NCCN2)c1	1	-7	6	-3	-0.7	2	13	-2	-3
COc1ccc(CNC(=O)CSc2cc(=O)n(C)c3ccccc23)cc1	1	7	-21	-1	-0.2	-6	3	3	12
COc1ccc(/C(C)=N\NS(C)(=O)=O)c(OC)c1	0	-2	-11	1	1.4	34	7	5	-19

(list continues)
SMILES	eIF4E-4G inh	NPY-Y2 PAM-ag	S1P4 antag	NPY Y1 blocker	S1P4 ag	EP2 modulator	EP2 antag	p97 inhibitor	NPY-Y1 PAM-ag
COc1cc(CN2CCCC(C)C2)cc([N+](=O)[O-])c1O (stereo unspecified)	4[fluorescence artefact?]	1	-5	2	2.6	20	0	3	9
C/C(=N\N=C(c1ccccc1)c1ccccc1)c1ccco1	2	-1	-3	1	1.4	81*	7	-4	-12
Cn1cnc(S(=O)(=O)Nc2ccc(C(F)(F)F)cc2)c1	6[fluorescence artefact?]	13	-8	-2	2.0	6	21	-3	-1
CCOC(=O)N1CCC(NC(=O)C(C)n2c3ccccc3c3cnn(C)c(=O)c32)CC1 (stereo unspecified)	2	3	-4	-3	0.5	9	10	-1	3
CCN1CCN(Cc2ccc(NC(=O)Nc3ccccc3OC)cc2)CC1	-1[fluorescence artefact?]	-9	-3	-2	1.1	-12	18	-4	-18
COc1ccc(C2C3=C(CCCC3=O)Nc3nc(-c4cc(OC)c(OC)c(OC)c4)nn32)cc1OC (stereo unspecified)	-3	2	-23	3	-0.1	-4	8	3	-12

Source: PubChem

Not all compounds are listed. The share of hits here may be higher or lower than overall.
